Source: PubChem (Johns Hopkins Ion Channel Center)
KCNQ2 block – KCNQ2 channel blockers in CHO-K1 cells – cell-based, FluxOR thallium flux, B-score, primary screen (AID 2156) | O88943 | 20 min; active compounds read low | B-score at 10 µM | 310,000 compounds, 1.1% hits;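 active = fluorescence ratio B-score at most minus 3 library SDs, with starting brightness B-score within 2 library SDs, cut at about -5.5 in these data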
Target sequence (O88943 whole entry, looked up): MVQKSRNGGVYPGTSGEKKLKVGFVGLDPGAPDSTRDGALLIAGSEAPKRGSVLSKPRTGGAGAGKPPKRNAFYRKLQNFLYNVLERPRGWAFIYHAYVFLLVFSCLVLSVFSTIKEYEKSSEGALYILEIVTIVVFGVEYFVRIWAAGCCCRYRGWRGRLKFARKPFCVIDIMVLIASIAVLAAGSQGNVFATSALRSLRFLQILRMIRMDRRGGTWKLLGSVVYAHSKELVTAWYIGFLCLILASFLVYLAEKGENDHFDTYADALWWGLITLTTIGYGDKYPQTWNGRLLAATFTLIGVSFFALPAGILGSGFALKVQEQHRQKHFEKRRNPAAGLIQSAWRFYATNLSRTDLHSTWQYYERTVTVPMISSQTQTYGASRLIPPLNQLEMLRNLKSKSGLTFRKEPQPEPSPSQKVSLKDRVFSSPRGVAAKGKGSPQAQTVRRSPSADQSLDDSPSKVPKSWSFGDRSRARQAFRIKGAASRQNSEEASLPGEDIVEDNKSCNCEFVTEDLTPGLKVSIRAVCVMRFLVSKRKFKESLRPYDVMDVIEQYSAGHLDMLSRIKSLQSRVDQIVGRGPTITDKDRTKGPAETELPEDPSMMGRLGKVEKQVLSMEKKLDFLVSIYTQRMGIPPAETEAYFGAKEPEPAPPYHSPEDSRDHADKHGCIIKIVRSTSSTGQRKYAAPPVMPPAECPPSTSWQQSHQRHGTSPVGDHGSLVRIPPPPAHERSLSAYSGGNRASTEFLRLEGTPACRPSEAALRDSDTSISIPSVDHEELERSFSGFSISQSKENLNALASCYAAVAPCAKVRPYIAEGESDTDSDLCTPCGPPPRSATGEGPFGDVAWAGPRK
Kir21 block – inhibitors of mouse Kir2.1 inward-rectifier potassium channel | P35561 | HEK293-Kir2.1, FluxOR thallium flux fluorescence; active compounds read low | B-score at 10 µM | 310,000 compounds, 0.85% hits | AID 1672;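 active = fluorescence ratio B-score at or below minus 3 SD of library scores, with starting-brightness B-score within 2 SD, cut at about -4.2 in these data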;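 also: channel flux triggered by added potassium and thallium sulfate stimulus; B-score of peak minus minimum fluorescence over baseline after thallium stimulus; more negative B-score means stronger Kir2.1 block with less thallium influx; some compounds called inactive have numbers as strong as hits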
The depositor's hits bear a star; i = inactive; & = joins results of further samples.

compound | Kir21 block | KCNQ2 block
O=C(Cc1ccccc1)NCCS(=O)(=O)N1CCN(c2ccccc2)CC1 | -0.02 | i
COc1ccc(C(=O)/C=C/c2ccc(F)cc2)c(OC(=O)c2ccc([N+](=O)[O-])cc2)c1 | -0.01 | i
CC(C)N1C(=O)C2C(C(=O)NCc3ccccc3)C3C=CC2(O3)C1C(=O)NC(C)(C)C (stereo unspecified) | 0.94 | i
NC(=O)NC(CC(=O)NCCc1ccc(S(N)(=O)=O)cc1)c1ccc(Cl)cc1 (stereo unspecified) | 0.24 | i
O=c1[nH]c2ccc(Cl)cc2c(-c2ccccc2)c1N1CCOCC1 | -1.5 | i
CC(C)[C@@H](NC(=O)OC(C)(C)C)C(=O)NCC1CCC(C(=O)N[C@@H](Cc2ccccc2)C(=O)O)CC1 (stereo partly specified) | -0.41 | i
CC(=O)N(c1ccccc1)c1nc(C)cc(C)c1C#N | 0.23 | i
O=C(COc1cc([N+](=O)[O-])cc2cccnc12)NCCC1=CCCCC1 | 0.01 | i
CCCC(=O)N(CCN(C(=O)CCC)c1ccccc1)c1ccccc1 | -0.33 | i
Cc1ccc(-c2nnc3cccc(Cl)n23)cc1 | 0.47 | i
CCCOc1ccc(Cc2c(Cl)nc(SC)nc2N(C)C)cc1 | -0.47 | i
CN(CP(=O)(O)CN(C)S(C)(=O)=O)S(C)(=O)=O | -1.2 | i
COc1cccc2cc(C(=O)N3CC(C)OC(C)C3)c(=O)oc12 (stereo unspecified) | 1.2 | i
COCCn1c(N)c(C(=S)NC(=O)c2cccs2)c(=O)[nH]c1=O | -0.4 | i
O=C(Cc1c[nH]c2ccccc12)N1CCc2ccccc21 | -0.07 | i
COc1ccc(C(=O)N2CCN(c3c(C)cccc3C)CC2)cc1OC | -0.73 | i
COC(=O)c1ccccc1NC(=O)C1CC(c2ccccc2O)=NO1 (stereo unspecified) | 0.65 | i
Cc1c(N=Cc2ccc(-c3ccc(Cl)cc3)o2)c(=O)n(-c2ccccc2)n1C | 0.37 | i
CCc1ccccc1NC(=O)c1cc(C2CC2)on1 | -3.3 | i
Cc1cccc(NC(=O)c2sc3nc(-c4ccc(F)cc4)cn3c2C)n1 | -0.08 | i
CC(C)=CCN1CCN(Cc2cccn2-c2nccs2)CC1CCO (stereo unspecified) | 0.6 | i
CCn1c(Cc2ccccc2)nnc1SCC(=O)N1CCCCC1 | -0.56 | i
Cc1ccccc1Nc1nnc(SCc2cc(=O)n3ccsc3n2)s1 | -0.52 | i
CCCCCNC(=O)C1CC=CCC1C(=O)O (stereo unspecified) | -0.84 | i
COc1ccc(NC(=O)CSc2nnc(NC(=O)CN3CCOCC3)s2)cc1 | 0.83 | i
CCc1noc(C)c1C(=O)N(CCOC)c1c(N)n(CC(C)C)c(=O)[nH]c1=O | 1.9 | i
Cc1csc(NC(=O)C2CCCC2)n1 | -1.7 | i
CCOC(=O)c1c(NC(=O)C2=C(C)NC(=S)NC2c2ccccc2C(F)(F)F)sc(C)c1C (stereo unspecified) | 0.22 | i
Cc1noc2ncnc(N3CCN(c4cccc(Cl)c4)CC3)c12 | -1.4 | i
CNC(=O)C(=O)N/N=C/c1cccnc1 | 0.02 | i
O=C(N/N=C/c1ccccc1F)c1ccc(COc2ccccc2Cl)o1 | -1.2 | i
Nc1c(S(=O)(=O)O)cc(NC(=O)c2ccccc2)c2c1C(=O)c1ccccc1C2=O | 3.4 | i
CCOc1cc(CO)ccc1OCC(=O)N1CCCCC1 | 1.3 | i
Cc1c(CN2CCC(C(=O)Nc3ccc(Oc4ccccc4)nc3)CC2)cnn1C | 0.09 | i
CCC(=O)Nc1cccc2cccnc12 | 0.62 | i
COC(=O)c1ccc(CN2CCCC(C(=O)Nc3ccc(-c4ccn[nH]4)cc3)C2)cc1 (stereo unspecified) | -0.53 | i
COc1ccc2nc(SCC(=O)Nc3ccccc3C#N)[nH]c2c1 | 0.73 | i
Cc1nc(CCNC(=O)c2cccs2)cs1 | -2.2 | i
CCOc1cc(CNCC2CCCN2CC)cc(Cl)c1OC (stereo unspecified) | -0.23 | i
COc1ccc(N=Cc2c(O)n(-c3ccc(OC)cc3)c(=O)c3ccccc23)cc1 | 0.1 | i
COc1ccc(C2c3c(C)nn(-c4ccccc4)c3NC(=O)N2c2ccccc2)cc1 (stereo unspecified) | -1.8 | i
Cc1cc(-c2ccccc2)c2c3c(c(-c4ccccc4)n2n1)c(=O)n(C)c(=O)n3C | -0.25 | i
CCN(CC)N=Nc1ccc(S(=O)(=O)Nc2nc(C)cc(C)n2)cc1 | 0.83&1.9 | i
COc1ccc(OCC(=O)N2N=C(C(F)F)CC2(O)C(F)F)cc1 (stereo unspecified) | -1.5 | i
Cc1ccc(-c2csc3nnc(SCC(=O)NCc4ccc5c(c4)OCO5)n23)cc1 | 0.97 | i
N#CCCN(CC(=O)O)S(=O)(=O)c1ccccc1 | -0.1 | i
COc1ccccc1C(=O)Nc1ccnn1C1CCN(Cc2cnn(C)c2C)CC1 | -0.81 | i
C/C(=N\OC(=O)NC(C)C)c1sc(-c2ccc(Cl)cc2)nc1C | -0.28 | i

Record cards, as listed above. Screens in order: Kir21 block | KCNQ2 block
Shown for Cc1ccc(-c2csc3nnc(SCC(=O)NCc4ccc5c(c4)OCO5)n23)cc1 → 0.97 | i
Shown for CCN(CC)N=Nc1ccc(S(=O)(=O)Nc2nc(C)cc(C)n2)cc1 → 0.83&1.9 | i
Shown for COc1ccc(N=Cc2c(O)n(-c3ccc(OC)cc3)c(=O)c3ccccc23)cc1 → 0.1 | i
Shown for Cc1cc(-c2ccccc2)c2c3c(c(-c4ccccc4)n2n1)c(=O)n(C)c(=O)n3C → -0.25 | i
Shown for COc1ccc2nc(SCC(=O)Nc3ccccc3C#N)[nH]c2c1 → 0.73 | i

The list continues.
compound | Kir21 block | KCNQ2 block
CC(=O)Nc1ccccc1OC(C)C(=O)NC(C)c1ccc(F)cc1 (stereo unspecified) | 0.86 | i
O=C(NC(Cc1ccccc1)C(=O)O)/C(=C\c1ccco1)NC(=O)c1ccccc1Br (stereo unspecified) | 0.96 | i
Cc1onc(-c2c(Cl)cccc2Cl)c1C(=O)NCc1ccc(S(N)(=O)=O)cc1 | -0.78 | i
CC1=NN(c2ccc(S(=O)(=O)O)cc2Cl)C(=O)C1 | 0.74 | i
CC(C)(C)c1ccc(CS(=O)CC(O)CO)cc1 (stereo unspecified) | 1.4 | i
Cc1c(C(=O)NC(c2ccccn2)C(F)(F)F)oc2c(F)cccc12 (stereo unspecified) | -1.2 | i
CC(=O)/C(N=Nc1cc2c(c([N+](=O)[O-])c1C)C(C)(C)CC2(C)C)=C(\C)O | 0.29 | i
CCNC(=O)C(=O)Nc1cc2c3c(c1)CCC(=O)N3CCC2 | -1.2 | i
CCOc1ccc(NC(=O)c2sc3nc(N4CCOCC4)c4c(c3c2N)CC(C)(C)OC4)cc1 | 1.3 | i
COc1cc2[nH]ccc(=O)c2cc1OC | 0.14 | i
O=C(CSCc1ccc(Cl)cc1)Nc1cccc(C(=O)O)c1 | 0.4 | i
CC1=NN(C(N)=S)C(=O)C1N=Nc1cccc(Cl)c1 (stereo unspecified) | 1.5 | i
O=C1Nc2ccccc2CCC1Sc1nnc(-c2ccc(Cl)cc2)s1 (stereo unspecified) | 1.6 | i
COc1ccc(C(O)c2nc3ccccc3s2)cc1 (stereo unspecified) | -0.36 | i
O=C(O)CCCC(=O)Nc1ccccc1Br | 0.98 | i
Oc1cnc2ccccc2c1CN1CCOCC1 | 0.83 | i
COC(=O)c1ccccc1NC(=O)COC(=O)/C=C/c1ccco1 | -0.77 | i
O=C(NCc1ccccc1)c1ccc(Cl)cc1 | 1.2 | i
CC(OC(=O)c1cccc(-n2cnnn2)c1)C(=O)N(C)c1ccccc1 (stereo unspecified) | -0.2 | i
O=C(c1ccc2ccccc2c1)C1CCCN(S(=O)(=O)c2cccnc2)C1 (stereo unspecified) | -1.3 | i
CCNS(=O)(=O)c1ccc2nc(NC(=O)/C=C/c3cc(OC)c(OC)c(OC)c3)sc2c1 | 0.76 | i
COc1ccc(-n2nc3c(c2NC(=O)CCCl)CSC3)cc1 | 0.23 | i
O=c1c2cc(Cl)ccc2oc2nc3n(c(=O)c12)CCCS3 | 0.73 | i
Cc1cc(C)c2[nH]c(=O)c(C(c3nnnn3CC3CCCO3)N3CCCC(C)C3)cc2c1 (stereo unspecified) | 1.4 | -5.6*
O=C(CN1CCCCC1)NNc1nc(-c2ccccc2)c2cc(Cl)ccc2n1 | -0.97 | i
O=C(Nc1ccc(F)cc1)C1CCCN(S(=O)(=O)c2cccc3cccnc23)C1 (stereo unspecified) | 1.1 | i
Cc1ccc[n+](-c2[nH]c(=O)sc2/C=N/N=C(\[O-])c2cccnc2)c1 | 0.54 | i
CC(C)(C)C(=O)Nc1ccc(S(=O)(=O)N2CCC(c3nc4ccccc4[nH]3)CC2)cc1 | -0.04 | i
CC(OC(=O)Nc1cccc(Cl)c1)C(=O)O (stereo unspecified) | 1.8 | i
O=S(=O)(NCc1cccnc1)c1ccccc1 | 0.04 | i
CCCCNc1cc(Cl)nc(N)n1 | 0.51 | i
Cc1ccc(Cl)c(OCC(=O)OCC(=O)NC2CCCc3ccccc32)c1 (stereo unspecified) | -1.3 | i
O=C(NCc1ccc(F)cc1)c1cnc(Cl)c(Cl)c1 | -0.2 | i
Fc1ccc(/C=C\c2nccc3c2[nH]c2ccccc23)cc1 | 0 | i
COc1cc2c(cc1OC)C(c1ccccc1F)OC(=O)C2 (stereo unspecified) | -2.3 | i
CS(=O)(=O)c1ccc(Cl)c(NC(=O)CN2C(=O)C3CCCCC3C2=O)c1 (stereo unspecified) | 0.91 | i
Cc1ccc(/C=C/C(=O)c2nc3ccccc3[nH]2)cc1 | -3.4 | i
CCN1CCN(S(=O)(=O)c2ccc(C(=O)Nc3ccccc3)cc2)CC1 | -1.5 | i
COc1ccccc1NC(=O)/C(=N/OCc1ccc(C#N)cc1)C(C)=O | 1.5 | i
COC(=O)c1ccc(NC(=O)C(=O)c2cn(CC(=O)N3CCOCC3)c3ccccc23)cc1 | -1.3 | i
CCOC(=O)Cn1c(=NC(=O)c2cc(-c3cccs3)nc3ccccc23)sc2cc(S(N)(=O)=O)ccc21 | 0.39 | i
O=C(CCCN1Cc2ccccc2C1)c1ccc(F)cc1 | -0.72 | i
CC(NCC1COc2ccccc2O1)C1COc2ccccc2O1 (stereo unspecified) | 1.3 | i
CCS(=O)(=O)c1ccc2c(c1)N(S(=O)(=O)c1ccc(C)cc1)CC(C(=O)O)O2 (stereo unspecified) | -1.1 | i
COc1cccc(CNC(=O)Cc2nc3nc(C)cc(C)n3n2)c1 | -0.8 | i
Cc1nc2cc(CC(=O)O)ccc2o1 | -0.52 | i
CCN(Cc1ccccc1)S(=O)(=O)c1ccc(C(=O)N(CCCN(C)C)c2nc3cc(C)cc(C)c3s2)cc1 | -1 | i
CCN1C(=O)N(CC)C2C1N(C(C)=O)C(=O)N2C(C)=O (stereo unspecified) | -0.13 | i

Two compounds picked at random from the list so far:
compound | Kir21 block | KCNQ2 block
COc1ccccc1NC(=O)/C(=N/OCc1ccc(C#N)cc1)C(C)=O | 1.5 | i
O=C(CCCN1Cc2ccccc2C1)c1ccc(F)cc1 | -0.72 | i

The listing continues:
compound | Kir21 block | KCNQ2 block
O=c1[nH]c(=O)n(Cc2ccco2)c2c1C(C(F)(F)F)(C(F)(F)F)N=C(c1ccc(F)cc1)N2 | -0.19 | i
COc1ccc(N2C(=O)CSC2c2ccc(F)c(F)c2)cc1 (stereo unspecified) | -0.32 | i
O=C(CCNC(=O)c1ccc(Cl)cc1)Nc1c(F)c(F)cc(F)c1F | 0.05 | i
COc1ccc(-n2c(Cc3cccn3C)nnc2SCC(=O)NC2CCCCC2)cc1 | 0.69 | i
CCOc1ccc(N(CC(=O)NC2CCCC2)C(=O)CCC(=O)Nc2nc(C)cs2)cc1 | 0.87 | i
O=C(NCCCN1CCCC1=O)Nc1cc(Cl)ccc1Cl | -0.01 | i
O=C(NCC1CCN(S(=O)(=O)c2ccccc2)CC1)Nc1ccc(F)cc1F | 0.03 | i
CCN(CC(=O)Nc1ccc(S(=O)(=O)N2CCCC2)cc1)Cc1ccccc1 | -0.7 | i
c1nc2ccc(Cc3ccc4nc[nH]c4c3)cc2[nH]1 | -0.16 | i
CCc1ccc(C(=O)COC(=O)CNC(=O)c2ccc(Br)o2)cc1 | 3.1 | i
CCN(CC)S(=O)(=O)c1ccc(N2CCOCC2)c(NC(=O)CC23CC4CC(CC(Br)(C4)C2)C3)c1 | -0.1 | i
Cc1ccc(C(C(=O)NC(C)(C)C)N(Cc2ccco2)C(=O)Cn2nnc(-c3cccs3)n2)cc1 (stereo unspecified) | 0.84 | i
COc1ccc(Cl)cc1S(=O)(=O)N1CCCC(C(=O)NCC(N)=O)C1 (stereo unspecified) | 0.09 | i
COc1ccc(-c2nnc3sc(-c4ccco4)nn23)cc1OC | -2 | i
CCN1C(=O)/C(=C/c2ccc(C)s2)NC1=S | -0.11 | i
NC(=O)CNC1CC(=O)N(CCc2ccccc2)C1=O (stereo unspecified) | 0.31 | i
CC(=O)Nc1c(-c2ccccc2)nc2cc(C)ccn12 | -2.1 | i
CCn1cc(C(=O)NCCCOC)c(=O)c2cc(S(=O)(=O)N(C)C)ccc21 | -0.7 | i
CCOc1ccc(OCCCC(=O)N2CCN(S(=O)(=O)c3ccc(Cl)cc3)CC2)cc1 | -0.31 | i
CC(=O)Nc1nc(-c2ccc(Br)s2)cs1 | 1.4 | i
COC(=O)CSc1nnc(CNS(=O)(=O)c2ccc(Cl)cc2)n1C | -1.1 | i
